IDH1 R132H inh = inhibitors of human IDH1 R132H; AID 624101; IDH1 R132H reductase, diaphorase/resazurin fluorescence, 60 min; inhibition, % at 10 µM; 70,000 compounds, 0.18% hits; in the data active = inhibition above about 34%;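 note: 0% = DMSO and 100% = no enzyme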
Target sequence (O75874 whole entry R132H): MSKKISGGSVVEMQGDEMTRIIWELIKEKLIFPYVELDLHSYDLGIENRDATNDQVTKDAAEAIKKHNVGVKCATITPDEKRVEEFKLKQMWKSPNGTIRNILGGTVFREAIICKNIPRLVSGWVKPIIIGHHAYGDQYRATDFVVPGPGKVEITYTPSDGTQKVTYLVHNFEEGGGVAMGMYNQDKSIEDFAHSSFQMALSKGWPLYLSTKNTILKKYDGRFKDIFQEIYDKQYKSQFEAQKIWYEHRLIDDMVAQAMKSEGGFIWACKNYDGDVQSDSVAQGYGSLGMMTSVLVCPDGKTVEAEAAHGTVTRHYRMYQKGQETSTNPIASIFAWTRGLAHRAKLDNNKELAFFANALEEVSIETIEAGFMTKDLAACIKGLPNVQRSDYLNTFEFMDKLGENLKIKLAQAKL
EZH2 inh = EZH2 (human) methyltransferase inhibition. Q15910. PRC2 H3K27 methylation, DELFIA TRF, 1 h. inhibition, % at 12.5 µM. 57,000 compounds, 0.35% hits. AID 651548;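 active = mean inhibition of replicates at least 50% and every single replicate also reaching 50%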;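 note: dimethyl H3K27 on biotinylated H3 21-44 peptide detected by antibody; plate controls were median neutral control wells for no effect and median positive control wells for full effect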
* = called active by the depositor; x = no result given.

No.	SMILES	EZH2 inh	IDH1 R132H inh
1	C[C@H](CO)N1C[C@H](C)[C@H](CN(C)C(=O)c2cnccn2)Oc2cc(Br)ccc2S1(=O)=O	-11.9	-1.7
2	CCn1c(SCC(=O)Nc2ccccc2N2CCOCC2)nnc1-c1ccccc1O	13.3	0.2
3	C[C@@H]1CN([C@H](C)CO)C(=O)c2cccc(NC(=O)C3CC3)c2O[C@H]1CN(C)S(=O)(=O)c1cccs1	x	0.5
4	C[C@H](CO)N1C[C@H](C)[C@H](CN(C)CC2CCCCC2)Oc2ccc(NC(=O)CCN3CCOCC3)cc2CC1=O	x	-3.8
5	C[C@H]1CN([C@@H](C)CO)S(=O)(=O)c2ccc(C#CC3CC3)cc2O[C@@H]1CN(C)Cc1ccc(F)cc1	33.1	0.4
6	O=C(N[C@H]1CC[C@@H](CCNS(=O)(=O)c2ccc(F)cc2)O[C@@H]1CO)C1CCC1	-11.0	0.2
7	Cc1noc(C)c1NC(=O)N(C)C[C@H]1Oc2ccc(NC(=O)CCN3CCOCC3)cc2CC(=O)N([C@@H](C)CO)C[C@@H]1C	x	-1.3
8	C/C=C/c1ccc2c(c1)O[C@H](CN(C)CCC)[C@H](C)CN([C@H](C)CO)S2(=O)=O	-23.2	83.9*
9	CCCNC(=O)N1C[C@H](C)[C@@H](OC)CN(C)C(=O)c2ccc(NS(C)(=O)=O)cc2OC[C@H]1C	5.2	-0.1
10	COc1ccc(S(=O)(=O)NCCc2c[nH]c3ccccc23)c2ccccc12	x	0.3
11	C[C@H]1CN([C@@H](C)CO)S(=O)(=O)c2ccc(C#CC3CC3)cc2O[C@H]1CN(C)Cc1ccccn1	0.1	-3.8
12	O=C(C[C@H]1C[C@H]2c3cc(NC(=O)Nc4ccc(C(F)(F)F)cc4)ccc3O[C@H]2[C@H](CO)O1)NCc1cc(F)ccc1F	-4.2	0.1

Shown field by field: part of the list above
5	C[C@H]1CN([C@@H](C)CO)S(=O)(=O)c2ccc(C#CC3CC3)cc2O[C@@H]1CN(C)Cc1ccc(F)cc1
  EZH2 inh: 33.1	IDH1 R132H inh: 0.4

6	O=C(N[C@H]1CC[C@@H](CCNS(=O)(=O)c2ccc(F)cc2)O[C@@H]1CO)C1CCC1
  EZH2 inh: -11.0	IDH1 R132H inh: 0.2

The list continues.
No.	SMILES	EZH2 inh	IDH1 R132H inh
13	CCCC#Cc1cnc2c(c1)C(=O)N([C@H](C)CO)C[C@H](C)[C@@H](CN(C)C(=O)C1CCC1)O2	-20.2	-0.1
14	C[C@@H]1CN([C@@H](C)CO)C(=O)c2cccc(NS(=O)(=O)c3ccc(F)cc3)c2O[C@H]1CN(C)Cc1ccc(C(=O)O)cc1	x	-0.4
15	C[C@H](CO)N1C[C@H](C)[C@@H](CN(C)C(=O)c2ccccc2F)Oc2ncc(C#C[C@@H](C)O)cc2C1=O	-5.5	x
16	C[C@H]1CN([C@@H](C)CO)C(=O)CCCn2cc(nn2)CO[C@@H]1CN(C)Cc1ccc2cccnc2c1	18.3	-1.5
17	O=C(Nc1ccc(S(=O)(=O)NCC2CCCO2)cc1)C1CCCO1 (stereo not given)	-19.1	0.2
18	Cc1ccc(NC(=O)COc2ccccc2)c(NC(=O)c2ccccc2I)c1	14.7	-0.2
19	O=C(C[C@H]1C=C[C@H](NC(=O)Nc2cc(F)ccc2F)[C@@H](CO)O1)NCc1ccc2c(c1)OCO2	2.4	0.5
20	COc1ccc(C2Oc3c(OC)cc(CCCO)cc3C2CO)cc1OC1OC(CO)C(O)C(O)C1O (stereo not given)	42.7	-0.3
21	O=C(C[C@H]1C[C@H]2c3cc(NC(=O)C4CCC4)ccc3O[C@H]2[C@@H](CO)O1)NCc1ccc2c(c1)OCO2	4.0	0.5
22	CO[C@H]1CN(C)C(=O)c2cc(NC(C)=O)ccc2OC[C@@H](C)N(C(=O)C2CCOCC2)C[C@H]1C	8.4	0.1
23	Cn1ncc(C#N)c1NC(=O)C1CC(c2c(F)cccc2Cl)=NO1 (stereo not given)	-19.2	1.4
24	COc1ccc2c(c1OC)C(=O)OC2[C@H]1c2c(cc3c(c2OC)OCO3)CCN1C (stereo not given in full)	1.3	-3.2

No.	SMILES	EZH2 inh	IDH1 R132H inh
25	C[C@H]1CN([C@@H](C)CO)C(=O)CCCn2cc(nn2)CO[C@H]1CN(C)Cc1ccccc1C(F)(F)F	-2.0	-0.1
26	O=C(C[C@@H]1CC[C@@H](NS(=O)(=O)c2ccc(F)cc2)[C@@H](CO)O1)NCc1ccc(Cl)c(Cl)c1	-3.4	0.0
27	Cc1cccc(CN(C)C[C@@H]2OCc3cnnn3CCCC(=O)N([C@@H](C)CO)C[C@@H]2C)c1	0.5	0.2
28	COc1ccc(-c2cnc3c(c2)C(=O)N([C@@H](C)CO)C[C@H](C)[C@@H](CN(C)S(=O)(=O)c2ccc(OC)cc2)O3)cc1	2.0	-7.6
29	COc1ccc(S(=O)(=O)Nc2ccc3c(c2)C(=O)N([C@@H](C)CO)C[C@H](C)[C@@H](CN(C)S(=O)(=O)c2ccc(F)cc2)O3)cc1	x	3.1
30	C[C@H]1CN([C@@H](C)CO)C(=O)c2cc(NS(=O)(=O)c3ccc(F)cc3)ccc2O[C@H]1CN(C)C	0.4	2.7
31	C[C@H](CO)N1C[C@H](C)[C@H](CN(C)C(=O)Nc2ccccc2)Oc2cc(-c3cccc(C(=O)N(C)C)c3)ccc2S1(=O)=O	-5.6	-1.5
32	C[C@H]1CN([C@@H](C)CO)C(=O)c2cc(-c3cncnc3)cnc2O[C@@H]1CN(C)Cc1ccncc1	-2.6	0.0
33	O=C(CSc1nnnn1-c1ccccc1)Nc1ccc(Br)cc1F	-12.4	0.8
34	NC(=O)c1ccccc1NC(=O)CS(=O)(=O)Cc1ccccc1	7.2	-0.1
35	CCOC(=O)c1c(NC(=O)C23CCC(C)(C(=O)O2)C3(C)C)sc2c1CCCC2 (stereo not given)	4.0	0.3
36	CS(=O)(=O)N(CC(=O)Nc1ccc(F)cc1F)c1ccc2c(c1)OCCO2	8.2	-0.5

Entries of single compounds from above. Order of screens: EZH2 inh, IDH1 R132H inh
C[C@H](CO)N1C[C@H](C)[C@H](CN(C)C(=O)Nc2ccccc2)Oc2cc(-c3cccc(C(=O)N(C)C)c3)ccc2S1(=O)=O across the screens: -5.6, -1.5
C[C@H]1CN([C@@H](C)CO)C(=O)c2cc(-c3cncnc3)cnc2O[C@@H]1CN(C)Cc1ccncc1 across the screens: -2.6, 0.0
C[C@H]1CN([C@@H](C)CO)C(=O)c2cc(NS(=O)(=O)c3ccc(F)cc3)ccc2O[C@H]1CN(C)C across the screens: 0.4, 2.7
O=C(C[C@@H]1CC[C@@H](NS(=O)(=O)c2ccc(F)cc2)[C@@H](CO)O1)NCc1ccc(Cl)c(Cl)c1 across the screens: -3.4, 0.0
NC(=O)c1ccccc1NC(=O)CS(=O)(=O)Cc1ccccc1 across the screens: 7.2, -0.1

Next part.
No.	SMILES	EZH2 inh	IDH1 R132H inh
37	COc1ccc(NC(=O)Nc2ccc3c(c2)C(=O)N([C@@H](C)CO)C[C@@H](C)[C@@H](CN(C)C)OCCCC[C@H](C)O3)cc1	8.7	2.7
38	COC(=O)c1cc(NC(=O)CSc2nc(C)nc3sc4c(c23)CCC4)cc(C(=O)OC)c1	-15.7	-0.3
39	O=C(C[C@@H]1C[C@H]2c3cc(NC(=O)CC4CC4)ccc3O[C@H]2[C@@H](CO)O1)NCCc1ccccc1	-3.1	-0.3
40	COC(=O)N(C)C[C@H]1OCc2cnnn2CCCC(=O)N([C@@H](C)CO)C[C@@H]1C	x	2.4
41	CO[C@H]1CN(C)C(=O)c2cc(NC(=O)C3CC3)ccc2OC[C@H](C)N(C(=O)c2cccnc2)C[C@@H]1C	5.3	-0.1
42	Cc1cc(Cl)c(OCCCSc2nc(C)cc(=O)[nH]2)c(Br)c1	31.5	0.3
43	C[C@H](CO)N1C[C@H](C)[C@@H](CN(C)C(=O)NC2CCCCC2)Oc2c(NC(=O)Nc3cccc4ccccc34)cccc2C1=O	-12.7	-0.4
44	COCC#Cc1cnc2c(c1)C(=O)N([C@@H](C)CO)C[C@H](C)[C@H](CN(C)C(=O)Cc1ccccc1)O2	-3.3	1.6
45	COc1ccc(NC(=O)N(C)C[C@H]2Oc3c(NC(=O)Nc4ccccc4)cccc3C(=O)N([C@H](C)CO)C[C@@H]2C)cc1	7.9	x
46	COc1c(O)ccc2c1C(=O)c1c(O)cc(C)cc1C2[C@@H]1O[C@H](CO)[C@@H](O)[C@H](O)[C@H]1O (stereo not given in full)	x	-1.1
47	C[C@H]1CN([C@@H](C)CO)C(=O)c2cccc(NC(=O)Nc3ccc4c(c3)OCO4)c2O[C@H]1CN(C)S(=O)(=O)c1ccc(F)cc1	x	-15.5
48	CCOc1ccccc1NC(=O)Cc1coc2ccc(C)cc12	0.5	0.1

No.	SMILES	EZH2 inh	IDH1 R132H inh
49	CCC(=O)N1C[C@@H](C)[C@H](OC)CN(C)C(=O)c2ccc(NC(=O)c3ccccc3)cc2OC[C@H]1C	3.5	-0.4
50	CCc1c(C)[nH]n(-c2ccc(Oc3ccccc3)c(S(=O)(=O)O)c2)c1=O	x	0.9
51	COc1ccc(CN(C)C[C@@H]2Oc3c(NC(=O)Nc4ccc(F)cc4)cccc3C(=O)N([C@H](C)CO)C[C@H]2C)cc1	-15.2	x
52	Cc1c(Br)c([N+](=O)[O-])nn1CC(=O)NCc1ccccc1	16.4	-0.2
53	Cc1noc(C)c1NC(=O)N(C)C[C@@H]1Oc2c(NC(=O)Nc3ccccc3)cccc2C(=O)N([C@@H](C)CO)C[C@H]1C	x	0.0
54	CCCc1cn(CC[C@H]2CC[C@H](NS(=O)(=O)c3ccccc3Cl)[C@H](CO)O2)nn1	2.0	0.1
55	Nc1ccc(S(=O)(=O)NC(=O)c2ccccc2)cc1	-17.1	0.2
56	C[C@H](CO)N1C[C@H](C)[C@@H](CN(C)C(=O)Nc2ccnc(N3CCOCC3)c2)OCc2cn(nn2)CCCC1=O	x	0.7
57	COc1ccc(NC(=O)N(C)C[C@@H]2OCCCC[C@H](C)Oc3ccc(NS(=O)(=O)c4ccccc4)cc3C(=O)N([C@H](C)CO)C[C@@H]2C)cc1	x	6.0
58	CCCNC(=O)C[C@H]1C[C@H]2c3cc(NC(=O)CN(C)C)ccc3O[C@H]2[C@H](CO)O1	27.5	0.0
59	C[C@@H]1CN([C@@H](C)CO)C(=O)c2cc(NC(=O)Nc3ccc(F)cc3)ccc2O[C@H]1CN(C)Cc1ccc(-c2ccccc2)cc1	x	0.1
60	O=C(NCC[C@@H]1CC[C@H](NC(=O)c2cccnc2)[C@@H](CO)O1)Nc1ccc(F)cc1	0.6	-0.5

No.	SMILES	EZH2 inh	IDH1 R132H inh
61	CNC[C@@H]1Oc2ncc(Br)cc2C(=O)N([C@@H](C)CO)C[C@@H]1C	-2.7	0.7
62	CCS(=O)(=O)N[C@@H]1CC[C@@H](CC(=O)NCc2ccccn2)O[C@@H]1CO	5.5	-0.2
63	O=C(CCCCCCC(=O)Nc1ccccc1O)N/N=C/c1c[nH]c2ccccc12	13.4	-0.8
64	COc1ccccc1CN1C[C@H](C)[C@@H](OC)CN(C)C(=O)c2cc(NC(C)=O)ccc2OC[C@H]1C	-7.7	-0.1
65	C[C@]12C=CC(=O)C=C1CC[C@@H]1[C@@H]2[C@@H](O)C[C@@]2(C)[C@H]1CC[C@]2(O)C(=O)CO	-11.5	0.1
66	C[C@@H]1CN([C@H](C)CO)S(=O)(=O)c2ccc(-c3cncnc3)cc2O[C@H]1CN(C)C(=O)c1cccc(F)c1	-7.0	0.0
67	CC(C)NC(=O)Nc1ccc2c(c1)CC(=O)N([C@H](C)CO)C[C@H](C)[C@H](CN(C)CC1CCCCC1)O2	-5.1	1.7
68	C[C@@H]1CCCCO[C@@H](CN(C)Cc2ccc(C(F)(F)F)cc2)[C@H](C)CN([C@H](C)CO)C(=O)c2cc(NC(=O)Nc3ccccc3)ccc2O1	x	0.4
69	C[C@H]1CN([C@@H](C)CO)C(=O)c2cc(C#CCc3ccccc3)cnc2O[C@H]1CN(C)Cc1ccccn1	0.9	-0.4
70	CCOC(=O)c1ccc2[nH]c(C)c(CN3CCN(C)CC3)c(=O)c2c1	-16.2	-0.1
71	C=CCN1C(=O)[C@@]2(O[C@@H](CCn3cc(CCO)nn3)[C@H]([Si](C)(C)c3ccc(OC)cc3)[C@H]2C)c2cc(N3C(=O)c4cccc5cccc3c45)ccc21	26.3	-0.6
72	C[C@@H]1CCCCO[C@@H](CN(C)Cc2ccncc2)[C@@H](C)CN([C@H](C)CO)C(=O)c2cc(NC(=O)Nc3ccccc3)ccc2O1	-21.5	2.9

No.	SMILES	EZH2 inh	IDH1 R132H inh
73	CCCNC(=O)N(C)C[C@@H]1Oc2cc(C#CC(C)(C)O)ccc2S(=O)(=O)N([C@H](C)CO)C[C@@H]1C	1.9	-0.4
74	C[C@H]1CN([C@@H](C)CO)C(=O)c2cc(C#CC3CCCC3)cnc2O[C@@H]1CN(C)C(=O)C1CCC1	3.0	0.3
75	C[C@H]1CN([C@@H](C)CO)S(=O)(=O)c2ccc(-c3ccccc3F)cc2O[C@@H]1CN(C)Cc1cccnc1	23.0	0.1
76	CCn1nc(C)c(N=Cc2ccc(N(C)C)c(Br)c2)c1C	8.7	0.2
77	C[C@H]1CN([C@@H](C)CO)C(=O)Cc2cc(NC(=O)Nc3ccc(F)cc3)ccc2O[C@@H]1CN(C)CC1CCCCC1	-18.6	0.4
78	Cc1noc(C)c1S(=O)(=O)Nc1ccc2c(c1)CC(=O)N([C@@H](C)CO)C[C@@H](C)[C@H](CN(C)C(=O)Nc1ccc(C(F)(F)F)cc1)O2	x	0.4
79	CC(=O)N(C)C[C@H]1Oc2cc(C#CC(C)C)ccc2S(=O)(=O)N([C@H](C)CO)C[C@H]1C	-10.1	-0.5
80	C[C@@H]1CN([C@H](C)CO)C(=O)Cc2cc(NC(=O)NC3CCCCC3)ccc2O[C@H]1CN(C)C(=O)Nc1ccccc1	1.8	1.0
81	CO[C@@H]1CN(C)C(=O)c2ccc(NS(=O)(=O)CC(F)(F)F)cc2OC[C@@H](C)N(CC2CCCCC2)C[C@H]1C	21.7	0.4

A portion of the library; rates above refer to the full screens.
